Screens from PubChem BioAssay.
KCC2 mod = modulators of human KCC2 chloride dependent transport; Q9H2X9; KCC2 cells, thallium flux FluoZin-2 fluorescence; B-score of Tl+ flux slope (higher = more flux/activation; lower = inhibition) at 10 µM; 190,000 compounds, 2.2% hits; AID 1456;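 active = thallium flux slope and its plate-corrected score both differing from the plate sample mean at a set confidence after two filtering rounds, in either direction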;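 also: slope of fluorescence scaled to starting intensity during 10 to 20 s after thallium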
Furin inh = blocks human furin protease activity | inhibition, % at 30 µM | purified furin, fluorogenic substrate cleavage | 220,000 compounds, 0.061% hits; in the data active = inhibition above about 25%; also: inactives centre near -15
Thrombin inh = blocks human thrombin protease activity; 220,000 compounds, 0.26% hits; alpha-thrombin, Boc-VPR-AMC fluorogenic substrate cleavage; inhibition, % at 5 µM; AID 1046;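 active = inhibition at or above 40%; inactive = inhibition below 40%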;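 also: 0% = enzyme with no compound and 100% = wells without enzyme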
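Material: human alpha-thrombin protein. Incubation: reaction at ambient temperature. Technique: fluorescence of released AMC, ex 355 nm, em 460 nm. Control set: no-compound enzyme wells and no-enzyme blanks. Also added: Boc-VPR-AMC substrate, 15 µM final. Buffer or medium: pH 7.5 Tris (50 mM) with NaCl 150 mM, Tween 20 0.05%.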
zfTRPN1 agonist = agonists of zebrafish TRPN1 channel | HEK293 zebrafish TRPN1-YFP, Fluo-8 calcium fluorescence; 100% = response to 87 µM carbachol | activation, % at 3 µM | 220,000 compounds, 0.18% hits;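 active = activation above its plate's cutoff, the mean activation of test wells on that plate plus 3 SD, cut at about 19% in these data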;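 also: 0% = DMSO alone and 100% = 87 µM carbachol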
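Control set: carbachol 87 µM as high control, DMSO as low control; system: HEK293 stable line with zebrafish TRPN1-YFP; read-out: % activation versus carbachol response; detection: intracellular calcium fluorescence with Fluo-8; doses: single test compound dose, 3 µM nominal, 0.3% DMSO; schedule: dye 1 h 37 °C plus 30 min RT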
m-calpain inh = calpain II (pig) inhibition. 220,000 compounds, 0.37% hits. purified calpain II, fluorogenic peptide substrate, 30 min. inhibition, % at 16 µM;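 active = inhibition above about 50%, limit read from the data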
EBV gp42 inh = EBV gp42 inhibition | Q1HVG2 | 220,000 compounds, 0.42% hits | Fluorescence polarization binding assay, mP read-out | inhibition, % (tested at 21.74 µM) | AID 1085; in the data active = inhibition above about 50%
Target sequence (Q1HVG2 whole entry, looked up): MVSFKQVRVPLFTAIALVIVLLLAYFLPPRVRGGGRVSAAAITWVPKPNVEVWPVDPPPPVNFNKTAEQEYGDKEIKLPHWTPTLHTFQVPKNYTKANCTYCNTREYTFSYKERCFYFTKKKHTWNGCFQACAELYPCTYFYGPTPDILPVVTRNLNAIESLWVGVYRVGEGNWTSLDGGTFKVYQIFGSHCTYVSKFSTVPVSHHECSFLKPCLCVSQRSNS
PPC-1+TRAIL kill = kills PPC-1 cancer cells in the presence of TRAIL. cell killing (% activity), % at 4 µM. PPC-1 cells + TRAIL, ATPLite viability luminescence. 220,000 compounds, 0.41% hits;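 active = cell killing above 50% in the first pass at 4 µM, then a duplicate retest at 5 µM averaging 50% or more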;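 also: plate controls were cells with TRAIL plus DMSO for no effect and medium-only wells lacking cells for full effect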
TRPML3 agonist = human mucolipin-3 channel agonism; AID 1448; HEK293 TRPML3-YFP, Fluo-8 calcium fluorescence; 100% = the carbachol control signal; Q8TDD5; activation, % at 3 µM; 220,000 compounds, 0.29% hits;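 active = activation above its plate's cutoff, the mean activation of the plate's test wells plus 3 SD, cut at about 12% in these data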;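 also: 0% = DMSO only wells and 100% = carbachol wells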
Target sequence (Q8TDD5 whole entry, looked up): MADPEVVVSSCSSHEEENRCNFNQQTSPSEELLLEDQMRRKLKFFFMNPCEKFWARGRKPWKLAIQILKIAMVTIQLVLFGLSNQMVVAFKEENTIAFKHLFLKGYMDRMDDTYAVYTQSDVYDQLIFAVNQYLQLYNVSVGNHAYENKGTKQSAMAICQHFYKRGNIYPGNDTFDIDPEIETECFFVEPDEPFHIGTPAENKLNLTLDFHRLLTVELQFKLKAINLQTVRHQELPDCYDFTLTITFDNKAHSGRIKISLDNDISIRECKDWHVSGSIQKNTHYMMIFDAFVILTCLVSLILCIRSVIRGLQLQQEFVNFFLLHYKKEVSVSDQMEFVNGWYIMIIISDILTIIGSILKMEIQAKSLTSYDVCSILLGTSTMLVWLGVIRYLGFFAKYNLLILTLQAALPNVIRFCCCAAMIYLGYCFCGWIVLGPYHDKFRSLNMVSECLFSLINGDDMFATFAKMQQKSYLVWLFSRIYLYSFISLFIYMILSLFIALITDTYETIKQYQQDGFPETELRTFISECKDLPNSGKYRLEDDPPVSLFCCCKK
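system = HEK293 cells stably carrying human TRPML3-YFP | doses = one concentration, 3 µM nominal, 0.3% DMSO | timing = dye loading 1 h 37 °C then 30 min ambient, 125 s read | detection = Fluo-8 calcium dye fluorescence, ex 470-495, em 515-575 nm | benchmarks = high control carbachol 87 µM, low control DMSO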
TbHK1 inh = blocks Trypanosoma brucei hexokinase 1 activity; recombinant TbHK1, G6PDH-coupled NADH A340; inhibition, % at 10 µM; 220,000 compounds, 0.11% hits;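 active = inhibition of 50% or more in the single-dose primary screen; inactive = inhibition below 50%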
The depositor's hits bear a star; i = inactive; . = not tested or not shown; [ ] = remark or other dose.

Results follow in this order: KCC2 mod | TRPML3 agonist | TbHK1 inh | Thrombin inh | Furin inh | PPC-1+TRAIL kill | m-calpain inh | zfTRPN1 agonist | EBV gp42 inh
CCOC(=O)C1CCCN(C(=S)NC2CCCC2)C1 (stereo not drawn)
 : -0.077 | 0.5 | 6 | -4 | 3 | 14 | 11 | 0.2 | 6
CN(Cc1ccon1)Cc1cn[nH]c1-c1ccc(-c2ccccc2)cc1
 : -0.28 | -0.1 | 4 | -11 | -8 | . | 31 | -0.8 | 7
CCc1cc2c(=O)n(Cc3ccco3)c(SCc3c(C)noc3C)nc2s1
 : . | -0.2 | -7 | -6 | -9 | 11 | 3 | -0.2 | -5
CCOc1ccc(CC(=O)N2CCN=C2SCc2ccc([N+](=O)[O-])cc2)cc1
 : -0.012 | 0.6 | 5 | 2 | -29 | -12 | 8 | -1.5 | -4
O=C(c1cccc([N+](=O)[O-])c1)N1CCN(C(=O)c2ccco2)CC1
 : 0.28 | 1.3 | 0 | -2 | -11 | -4 | -8 | -0.3 | -4
Cc1nn(CC(=O)N(C)C)c(=O)c2ccccc12
 : 1.3 | 0.9 | 7 | 4 | -17 | -3 | 19 | 0.2 | -2
C=CCn1c(C(C)NC(=O)c2ccccc2C)n[nH]c1=S (stereo not drawn)
 : 0.22 | -0.3 | 0 | -5 | -17 | 33 | 12 | -1.4 | -2
CCn1cc(C(=O)NC(=S)Nc2sc3c(c2C(=O)OC)CCCCCC3)cn1
 : -1.3 | 1.1 | -13 | -8 | -17 | 6 | -13 | 1.8 | -16
COc1cc(NC(=O)c2ccccc2Cl)c(OC)cc1NC(=O)CN1CCOCC1
 : -0.02 | -0.7 | -8 | 10 | -5 | -4 | -9 | 1.8 | -8
CCOC(=O)CC1C(=O)NCCN1S(=O)(=O)c1ccc(Br)cc1 (stereo not drawn)
 : 0.28 | -0.4 | 7 | -2 | -9 | 9 | 16 | -0.2 | 2
CCCCn1c(C(C)O)nc2ccccc21 (stereo not drawn)
 : -0.65 | -0.6 | -3 | 0 | -5[20 µM] | -24 | -20 | -0.5 | -9
Cc1ncn(C23CC4CC(CC(C4)C2)C3)n1
 : 0.61 | 0.1 | -6 | -5 | -13 | 11 | 16 | 0.0 | -5
O=C(Nc1ccc(NC(=O)c2cccs2)cc1Cl)c1ccco1
 : 0.038 | -0.5 | -1 | -4 | -10 | -4 | -15 | 0.4 | 11
Cc1ccc2[nH]c3c(c2c1)SC(C)(C)CC3=O
 : -0.00046 | -1.7 | -15 | -5 | -22 | 12 | -154 | -0.6 | -4
Cc1csc(=Nc2ccccc2)n1CCCN1CCCC1=O
 : 0.24 | 0.1 | -7 | 3 | -17 | 3 | -33 | -1.4 | -3
COc1ccc(CN2CCC(=O)NC2=O)cc1
 : 0.038 | 1.0 | 5 | -4 | -15 | 18 | 29 | 0.1 | -4
CCCn1nc(C(=O)Oc2ccc3c(C)cc(=O)oc3c2)c2ccccc2c1=O
 : -0.65 | 0.6 | -7 | -9 | -23 | 22 | -455 | 1.5 | -2
CCOC(=O)C1(C(F)(F)F)N=C(C(F)(F)F)Nc2cc(C)c(C)cc21 (stereo not drawn)
 : -0.12 | -0.1 | -5 | 2 | -19 | 8 | -4 | -1.5 | -1
OC(CC1CC12c1ccccc1-c1ncccc12)(c1ccccc1)c1ccccc1 (stereo not drawn)
 : -1.2 | -0.4 | 1 | 1 | -9[20 µM] | 3 | -65 | -1.5 | 9
CCN1CCN(CCNC(=O)c2ccc(/C=C3/Sc4ccccc4N(Cc4cccc(C)c4)C3=O)cc2)CC1
 : 0.019 | 1.9 | -25 | -1 | -11 | 10 | -130 | 4.8 | 6
Cn1c(N)c(C(=O)CSc2nc3ccccc3[nH]2)c(=O)n(C)c1=O
 : 0.18 | 0.9 | -11 | -7 | -18 | -1 | -12 | 0.8 | -10
CCN(C=NC1=NN(c2cccc(C(F)(F)F)c2)CC1)CC
 : 1.4 | -0.3 | -18 | -4 | -5 | 24 | 29 | -1.8 | 8
CCCNc1cc(C)c(C#N)c2nc3ccccc3n12
 : 0.28 | 0.2 | 0 | -8 | -23[20 µM] | 7 | -242 | -1.0 | 0
Cc1ccc2nc(SCC(=O)N(CC(C)C)c3c(N)n(CC(C)C)c(=O)[nH]c3=O)[nH]c2c1
 : . | -0.1 | 3 | 5 | -3[20 µM] | 20 | 9 | -0.6 | 5
Cn1c2c(c(=O)n(C)c1=O)C(c1cc3c(cc1Br)OCO3)CC(=O)N2 (stereo not drawn)
 : -0.018 | -0.4 | -3 | -7 | -9 | 12 | 2 | 0.5 | -8
Cc1cccc(C2N(c3ccc(F)cc3)C(=O)C3CCCN32)c1 (stereo not drawn)
 : 0.58 | 0.1 | -6 | . | 2 | . | . | -0.8 | .
CCOC(=O)C1C(=O)Nc2nc(C)nn2C1c1ccccc1 (stereo not drawn)
 : -0.35 | 0.4 | 1 | 4 | -9 | -8 | -6 | 1.2 | -14
CCCC(=O)NC(c1ccc(N(C)C)cc1)c1c(O)ccc2ccccc12 (stereo not drawn)
 : 0.17 | -0.1 | 3 | 0 | -9 | 24 | -9 | -1.0 | -1
Cc1ccc(NC(=O)CSc2nc(N)cc(N)n2)cc1S(=O)(=O)N1CCOCC1
 : 0.32 | -0.4 | -15 | -6 | -15 | 17 | 5 | -1.8 | -17
COc1ccc(OC)c(-n2nnnc2SCC(=O)Nc2ccc(C(=O)N3CCCCC3)cc2)c1
 : . | 0.2 | -2 | 6 | -17 | 24 | 8 | 2.2 | -22

Random excerpt: 2 entries already listed.
Results follow in this order: KCC2 mod | TRPML3 agonist | TbHK1 inh | Thrombin inh | Furin inh | PPC-1+TRAIL kill | m-calpain inh | zfTRPN1 agonist | EBV gp42 inh
Cc1cccc(C2N(c3ccc(F)cc3)C(=O)C3CCCN32)c1 (stereo not drawn)
 : 0.58 | 0.1 | -6 | . | 2 | . | . | -0.8 | .
CCN1CCN(CCNC(=O)c2ccc(/C=C3/Sc4ccccc4N(Cc4cccc(C)c4)C3=O)cc2)CC1
 : 0.019 | 1.9 | -25 | -1 | -11 | 10 | -130 | 4.8 | 6

Additional records
Results follow in this order: KCC2 mod | TRPML3 agonist | TbHK1 inh | Thrombin inh | Furin inh | PPC-1+TRAIL kill | m-calpain inh | zfTRPN1 agonist | EBV gp42 inh
O=c1cc(NC2CCCCC2)c2ccccc2o1
 : . | -0.9 | 5 | -7 | -17[20 µM] | -5 | -23 | 0.2 | -7
CCCCCC(=O)NC(=S)NNC(=O)CC
 : . | 0.9 | -1 | 1 | -17[20 µM] | 4 | 5 | -0.1 | 0
CCOC(=O)C1CCN(S(=O)(=O)c2ccc(NC(=O)OC)cc2)CC1
 : 0.29 | 2.9 | 7 | 0 | -2 | 8[5 µM] | -25 | 4.4 | -16
Cc1ccc2c(c1)NC(=O)c1cccc([N+](=O)[O-])c1CO2
 : . | 0.7 | 10 | -3 | 1 | 1 | 9 | 0.0 | -8
CCOC(=O)C1(C)/C(=N/Nc2ccc(Cl)cc2)C(=O)C(=O)N1c1ccccc1 (stereo not drawn)
 : -0.61 | 0.5 | -4 | 2 | -5[20 µM] | -5 | -38 | -0.5 | 9
CCOc1ccc(Br)cc1S(=O)(=O)NCCN(C)C
 : 0.028 | 0.9 | 1 | 1 | -14[20 µM] | 24 | -1 | -0.4 | -25
CC(=O)N1C(Nc2ccc(Cl)cc2)CCN1c1ccccc1 (stereo not drawn)
 : -0.19 | 0.8 | -8 | -3 | -14[20 µM] | 10 | 6 | 1.6 | -4
CCOc1ccc(CNC(=S)NCc2ccc(OCC)cc2)cc1
 : 0.92 | -0.5 | 2 | -9 | -22 | 13 | -8 | -1.9 | -8
CCOC(=O)c1cnc(-n2nc(C)cc2C)nc1NC(C)c1ccccc1 (stereo not drawn)
 : -1.5 | 7.7 | 0 | 7 | -6 | 16 | -5 | -0.3 | -10
CCn1c(-c2ccc(F)cc2)cnc1SCC(=O)N1CCCCC1C (stereo not drawn)
 : -1.6 | 0.5 | -6 | -7 | -11[20 µM] | 10 | -13 | 0.8 | -11
Cc1cccc(NC(=S)NN2CCN(C)CC2)c1C
 : -0.79 | 0.5 | -5 | 1 | -21[20 µM] | 12 | -8 | 0.1 | -23
Cc1ccc(C)c(NC(=S)NNC(=O)c2csc3c2CCCC3)c1
 : 79* | 0.0 | 6 | 3 | -9[20 µM] | 20 | 25 | -1.6 | 3
CC(CNC(=O)c1cncc(O)c1)NC(=O)c1cncc(O)c1 (stereo not drawn)
 : . | 0.4 | 0 | 0 | -3 | 11 | -20 | 0.2 | -7
COc1ccc(/C=N/NC(=O)c2ccc(=O)n(C)c2)cc1OC
 : . | 0.5 | -49 | -4 | -12 | 7 | -12 | -0.6 | -1
O=C(O)[C@H](Cc1ccccc1)NC(=O)N1CCN(c2ccc(F)cc2)CC1
 : 0.91 | 0.8 | -2 | -1 | -14 | -2 | -9 | 2.7 | 0
CC(=O)c1ccc(NC(=S)Nc2ccc(Br)c(Cl)c2)cc1
 : 0.08 | 0.8 | -5 | -3 | -5 | 15 | -2 | 1.3 | 1
O=C(COC(=O)CNC(=O)c1cccc([N+](=O)[O-])c1)Nc1cccc(S(=O)(=O)N2CCCC2)c1
 : -0.13 | 0.5 | 6 | -8 | -9 | 29 | 0 | -0.1 | -1
COc1cccc(NC(=O)c2c(C)cc(C)cc2CC(C)(C)C(=O)O)c1
 : 1 | 0.8 | -8 | 2 | -13 | 33 | -18 | 1.3 | -7
CCn1c(C)nc2cc(C(=O)NNC(=O)c3ccc(Cl)nc3)ccc21
 : -2.1 | 0.1 | -10 | -11 | -27 | 12 | 9 | -1.3 | -22
CCc1c(C)[nH]c2c(C)cccc2c1=O
 : -1.7 | 0.5 | -4 | 7 | -21[20 µM] | 3 | -29 | 0.6 | -46
CCN1CCN(CCCNC(=O)c2cc3c(=O)[nH]c4ccccc4c3s2)CC1
 : . | 0.6 | -37 | -13 | -37[20 µM] | 14 | i | -0.3 | 0
Cc1nn2c(CN(C(=O)c3ccco3)c3ccccc3)nnc2c2ccccc12
 : -0.98 | 0.2 | 3 | . | -27[20 µM] | . | . | 1.3 | .
O=C(Nc1ccc(F)c(F)c1)c1cnc(-c2ccccc2)nc1-c1ccccc1
 : 1.9 | 0.0 | -10 | -2 | -20[20 µM] | 23 | 20 | 1.1 | -18
Cn1c(SCC(=O)Nc2cccc(C(=O)O)c2)nnc1-c1cc2cc(Br)ccc2o1
 : 0.56 | 0.7 | -8 | -2 | -19 | 15 | -89 | 2.6 | -24
CCOC(=O)N=Nc1c(O)n(Cc2ccccc2)c2ccccc12
 : 6.9* | 0.7 | -7 | -1 | -26 | -3 | 23 | 0.7 | -8
CCCSC1=C(C#N)C(c2ccc(Cl)cc2Cl)CC(=O)N1 (stereo not drawn)
 : 0.82 | -0.4 | 1 | -9 | -17[20 µM] | 7 | 25 | -1.2 | 4
CCn1cc(C(=O)NCc2ccco2)c(=O)c2cc(S(=O)(=O)N3CCCC3)ccc21
 : -0.0019 | 0.7 | -14 | 83* | -23 | 7 | 25 | -0.4 | -10

Taken from above:
CCCCCC(=O)NC(=S)NNC(=O)CC | TbHK1 inh: -1
O=C(COC(=O)CNC(=O)c1cccc([N+](=O)[O-])c1)Nc1cccc(S(=O)(=O)N2CCCC2)c1 | Thrombin inh: -8
CCn1c(-c2ccc(F)cc2)cnc1SCC(=O)N1CCCCC1C (stereo not drawn) | Furin inh: -11[20 µM]
